Sm TGR block – S. mansoni TGR enzyme inhibition | purified TGR, DTNB reduction, TNB absorbance 405 nm | Potency, µM (doses to about 114 µM), inactives show at the highest dose activity change, negative = inhibition, actives largely listed as inhibitors | 360,000 tested, 3% active | AID 485364; note: potency is the fitted concentration of half-maximal effect; nearly all actives have a fitted effect of over 60% in size
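First, TGR (20 nM dispensed) and NADPH were mixed with compound. Second, a 15 min room-temperature incubation followed. Third, further NADPH and then DTNB were added to start the reaction. Finally, TNB absorbance was monitored kinetically.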
TbPYK inhibitor – inhibitors of Trypanosoma brucei pyruvate kinase. 410,000 tested, 0.12% active. Potency, µM (top dose mostly 76.8 µM), inactives show top-dose activity, negative = inhibition, hits mostly inhibitors. TbPYK enzyme, Kinase-Glo Plus ATP luminescence, 45 min. AID 624173. Q57TT1; note: potency is the fitted concentration of half-maximal effect; nearly all actives have a fitted effect of over 50% in size
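Screened from lowest to highest concentration, compounds were pinned into TbPYK/substrate mixtures, and ADP (130 uM final) was added. Plates sat at room temperature for 45 min prior to Kinase-Glo Plus detection by luminescence.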
AmpC inh detg – inhibitors of E. coli AmpC beta-lactamase with detergent. P00811. AmpC hydrolysis of nitrocefin, absorbance 480 nm, 0.01% Triton. Potency, µM (doses to about 114 µM), for inactives: top-dose activity change, negative = inhibition, most hits filed as inhibitors. 370,000 tested, 0.041% active;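 note: potency is the fitted concentration of half-maximal effect; 0% = no-compound wells and -100% = no-enzyme wells; nearly all actives have a fitted effect of over 25% in size; some results filed as inactive show a strong effect at the top dose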
Target sequence (P00811 whole entry, looked up): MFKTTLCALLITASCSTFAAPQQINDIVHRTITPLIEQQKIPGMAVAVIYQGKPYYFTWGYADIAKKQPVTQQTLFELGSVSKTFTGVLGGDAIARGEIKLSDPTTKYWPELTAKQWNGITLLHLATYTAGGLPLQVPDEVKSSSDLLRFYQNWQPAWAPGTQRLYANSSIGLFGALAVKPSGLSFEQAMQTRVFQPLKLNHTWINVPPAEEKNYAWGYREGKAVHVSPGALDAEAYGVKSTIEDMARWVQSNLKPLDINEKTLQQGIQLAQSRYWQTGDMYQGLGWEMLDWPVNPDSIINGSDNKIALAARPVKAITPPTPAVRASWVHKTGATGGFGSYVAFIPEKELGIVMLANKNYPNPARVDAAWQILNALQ
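20 mM phosphate pH 7.0 + 0.01% (detergent screen) or 0.0001% Triton X-100; 5.3 nM AmpC reagent; cpd preinc 15 min RT; nitrocefin (800 uM stock) to start; A480 q20 s × 4 min; Activity was normalised to no-enzyme and no-compound control wells.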
HCMV antiviral – blocks human cytomegalovirus replication | HFF cells, HCMV-luciferase reporter, 72 h; hits give low values | activity change, negative = inhibition, % at 57.5 µM | 410,000 tested, 4.5% active | AID 1259415; in the data active = activity change below about -60%; inconclusive = no clear call, values can overlap the other calls; inactive = above about -39%
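HFF cells seeded 16 h at 37C, treated with compounds, infected with luciferase-reporter HCMV at MOI 1 PFU/cell; luciferase read at 72 h post infection, normalized to buffer-only and Salinomycin controls.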
AmpC inh no detg – blocks E. coli AmpC beta-lactamase in detergent-free assay | AmpC nitrocefin hydrolysis, absorbance 480 nm, 0.0001% Triton | Potency, µM (titrated, usually from 57.1 µM), for the others: at the highest dose activity change, negative = inhibition, actives largely listed as inhibitors | 330,000 tested, 0.52% active;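 note: potency is the fitted concentration of half-maximal effect; plate controls were no compound for no effect and no enzyme for full effect; nearly all actives have a fitted effect of over 20% in size; some results filed as inactive show a strong effect at the top dose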
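AmpC (5.3 nM in the dispensed reagent) in 20 mM phosphate pH 7.0 with 0.01% (detergent screen) or 0.0001% Triton X-100 was preincubated with compounds for 15 min at room temperature. Nitrocefin was then added from an 800 uM solution, and hydrolysis was followed at 480 nm.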
AMA1 RON2 block – disrupts binding of P. falciparum AMA1 to RON2; AlphaScreen AMA1-biotinylated RON2 peptide binding; Potency, µM (top dose mostly 58.2 µM), inactives show at the top dose activity change, negative = inhibition, most hits filed as inhibitors; 360,000 tested, 0.2% active;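 note: potency is the fitted concentration of half-maximal effect; 0% = vehicle wells and -100% = peptide control; nearly all actives have a fitted effect of over 45% in size; some results filed as inactive show a strong effect at the top dose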
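AMA1 (3D7) with his tag at 25 nM final met compounds first, then biotinylated RON2 peptide at 25 nM; detection used donor plus acceptor beads, 10 µg/mL apiece, read by AlphaScreen after 30 min at room temperature.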
LmPK inh – inhibitors of Leishmania mexicana pyruvate kinase; Q27686; purified LmPK, Kinase-Glo ATP luminescence, 1 h; Potency, µM (top dose mostly 57.5 µM), for inactives: at the highest dose activity change, negative = inhibition, actives largely listed as inhibitors; 290,000 tested, 0.37% active; AID 1721; note: potency is the fitted concentration of half-maximal effect
Target sequence (Q27686 whole entry, looked up): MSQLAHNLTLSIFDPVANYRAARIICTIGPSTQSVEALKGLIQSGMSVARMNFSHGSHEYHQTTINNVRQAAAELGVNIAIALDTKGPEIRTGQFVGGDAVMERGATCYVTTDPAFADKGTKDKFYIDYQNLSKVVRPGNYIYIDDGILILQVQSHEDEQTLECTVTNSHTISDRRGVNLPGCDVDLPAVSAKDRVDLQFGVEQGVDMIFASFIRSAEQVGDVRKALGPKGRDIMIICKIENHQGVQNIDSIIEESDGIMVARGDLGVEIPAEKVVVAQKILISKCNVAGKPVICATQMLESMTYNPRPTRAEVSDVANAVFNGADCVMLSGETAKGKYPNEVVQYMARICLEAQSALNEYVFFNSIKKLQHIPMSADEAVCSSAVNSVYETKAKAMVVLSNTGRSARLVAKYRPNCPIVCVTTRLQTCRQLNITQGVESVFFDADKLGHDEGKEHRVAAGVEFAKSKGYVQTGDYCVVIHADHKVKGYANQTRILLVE
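Kinase-Glo luminescence read after 1 h RT reaction of 0.1 nM LmPK with 0.5 mM PEP and 0.1 mM ADP. Activity scaled between uninhibited and enzyme-free controls.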
The depositor's hits bear a star; ? = inconclusive; . = no result given; & = joins results of further samples; [ ] = remark or other dose. Unless noted, calls come from the whole dose curve; as a rule, active = well fitted curve in the direction sought with a large enough effect; inconclusive = small, poorly fitted or top-dose-only effect, or another doubt; inactive = no such curve, though single readings can be large; an effect the other way counts as inactive or inconclusive. Unless noted, % is set by controls: 0 for no effect and ±100 for the full control effect.

Molecule	TbPYK inhibitor	AMA1 RON2 block	LmPK inh	HCMV antiviral	AmpC inh no detg	AmpC inh detg	Sm TGR block
Cc1ccc(-n2nc3c(=O)n(C(C)C(=O)NCc4ccco4)nc(C)c3c2C)cc1 (stereo not given)	4%&-1%	0%	2%	-26&-17	-3%	1%&5%	?
CCOC(=O)c1sc(NC(=O)CSc2nnnn2-c2ccccc2)c(C(=O)OCC)c1C	0%	-7%	1%	.	-21%	-14%	-36%
CCC(=O)NC(c1ccccc1)c1c(OC(C)=O)ccc2ccccc12 (stereo not given)	0%	9%	7%	-17	46%	7%	0%
OCC1(Cc2cccc(F)c2)CCN(Cc2ccc3cccc(F)c3n2)CC1	-4%	-12%	-4%	-2	113%[activator]	-3%	-10%[57.1 µM]
Cc1ccc(NC(=O)C2CCN(S(C)(=O)=O)CC2)cc1C	2%	-5%	7%	-6	-17%	0%	7%
CN(CCNS(=O)(=O)c1ccc2c(c1)oc(=O)n2C)Cc1ccccc1	-1%	8%	1%	3	0%	?	2%
CCOC(=O)c1cc2sccc2n1CC(=O)Nc1ccc(OC)c(OC)c1	-2%	-5%	15%	-9	6%	13%	7%
CC(=O)Nc1cccc(C(=O)N2CCN(S(=O)(=O)c3ccc(C4CCCCC4)cc3)CC2)c1	-8%	-4%	.	?	.	.	.
COc1ccc(CCNC(=O)Cn2nc([N+](=O)[O-])c(Br)c2C)cc1OC	0%	2%	3%	-12	-7%	7%	3%
CC(=O)Nc1ccc(NC(=O)CSc2nc3nc(C)cc(C)c3c(=O)[nH]2)cc1	0%	-1%	-9%	33	25%	2%	14%
O=C(O)c1cc2nc(-c3ccccc3)cc(-c3ccccc3)n2n1	-4%	16%	6%	-24	-26%	5%	-4%
CCN(CC)CCSc1nnc(Nc2ccccc2)n1-c1ccccc1	1%	-6%	8%	-7	3%	-3%	4%
Cc1cccc([C@@H]2[C@@H]3C(=O)N(Cc4ccccc4)C(=O)[C@@H]3[C@]3(C)C(=O)N(c4ccc(C(F)(F)F)cc4)C(=O)N23)c1	0%	0%	4%	.	113%[activator]	-15%	0%
Cc1ccc2c(c1)NC(=O)c1cc([N+](=O)[O-])ccc1O2	-8%	-4%	6%	17	-25%	3%	10%
O=C(O)CCOc1ccc2c(c1)OCCO2	3%	-2%	1%	-1	-6%	-3%	6%
CC1(C(=O)NS(=O)(=O)c2ccc(Cl)cc2)CCN1C(=O)Cc1cc(F)ccc1F (stereo not given)	-9%	-3%	.	-13	.	.	.
O=C(Nc1ncccn1)c1ccc(C(F)(F)F)cc1	-3%	-2%	-11%	-26	-36%	?	-15%
Cc1ccc(CNc2nc3ccccc3n3c(C)nnc23)cc1	-3%	.	.	0	.	-4%	1%
O=C(CSc1nnc(-c2cccnc2)o1)c1cc2ccccc2oc1=O	-10%	16%	2%	13	-33%	-3%	?
COc1ccc(C2NC(c3ccc(OC)cc3OC)C(C)C(=O)C2C)c(OC)c1 (stereo not given)	-7%	1%	-6%	27	-1%[11.4 µM]	-11%	-3%
Cc1cc(-c2ccccc2)nc2cc(C(=O)NCc3ccco3)nn12	-11%	-2%	20%	20	-8%	1%	32µM*
CC(C)(C)c1ccc(C(O)c2ncc(-c3cccc(F)c3)[nH]2)cc1 (stereo not given)	2%	21%	.	-3	.	.	.
Cc1c(Cl)cccc1NC(=O)N1CCC(CN2CCCC2)CC1	1%	.	.	-23	.	9%	-26%
COCCN(C(=S)Nc1ccccc1OC)C1CCN(C(C)=O)CC1	-13%	3%	0%	84	4%	-7%	-5%
COc1ccc2nc(SCC(=O)NC(C)c3ccccc3)[nH]c2c1 (stereo not given)	0%	-7%	.	-19	19%	-3%	-13%
O=C(CC1C(=O)NCCN1C(=O)Nc1ccccc1)Nc1ccc2c(c1)OCCO2 (stereo not given)	1%	15%	4%	17	-6%	-10%	0%
Cc1ccc(S(=O)(=O)N2CCCC(C(=O)N3CCN(c4ccccc4)CC3)C2)cc1 (stereo not given)	-13%	-6%	1%	-24	96%[activator]	1%	-10%
O=C(O)CCSc1nc(C(F)(F)F)cc(=O)n1-c1ccccc1	3%	-14%	-5%	-23	-15%	1%	-5%
CCOC(=O)Cc1csc(NC(=O)CSc2nc3sc(C(=O)O)c(C)c3c(=O)[nH]2)n1	-14%	-3%	-24%	19	-19%	-1%	-13%
Cc1ccc(S(=O)(=O)Nc2nc3ccccc3s2)cc1[N+](=O)[O-]	5%	-18%	18%	46	-38%	6%	-1%
CCCCOC(=O)C1C2CCC(O2)C1C(=O)OCC (stereo not given)	11%	19%	.	-10	.	.	.
Cc1ccc(/C=N/Nc2nncn2N)cc1	0%	88%[activator]	1%	-18	-15%	-4%	6%
COc1ccc(NC(=O)CSc2nc(-c3ccc(C)cc3)cc(C(F)(F)F)c2C#N)cc1	-4%	-4%	3%	41	35%[activator]	?	5%
COc1cc(NC(=O)C2CCCN(S(=O)(=O)c3cnc[nH]3)C2)cc(OC)c1 (stereo not given)	-3%	-2%	8%	-21	-11%	-12%	-12%
Cc1ccc(S(=O)(=O)c2cc3ccccc3oc2=O)cc1	2%	6%	-1%	-14	-14%	5%	1%
COc1cc(CN=C(C)c2c(O)n(C3CCCCC3)c(=O)[nH]c2=O)cc(OC)c1	-9%	-6%	3%	65	14%	10%	17%
CC(C)Sc1nc2ccsc2c(=O)[nH]1	4%	-1%	-1%	-21	-15%	?	-1%
O=C(Nc1ccccc1F)C1C2C=CC3(O2)C1C(=O)N(c1cccnc1)C3C(=O)NC1CCCCC1 (stereo not given)	-4%	4%	-2%	-26	-22%	-4%	-6%
Cn1c(Sc2nc3ccccc3n2C)nc2ccccc21	14%	4%	9%	-95*	3%	1%	3%
CCSc1ccccc1C(=O)N1CCC2(CC1)CC(=O)c1ccccc1O2	3%	-4%	.	-6	110%[activator]	-2%	-2%
CCCCCCCCCCCCCCCC[N+](C)(C)CCN(Cc1ccc(OC)cc1)c1ncccn1	-10%	-1%	.	.	182%[activator]	?	-22%
COc1ccc(/C=N/Nc2ccccn2)cc1O	1%	35%[activator]	?	-25	-18%	1%	6%
CCc1ccc(NC(=O)CC2C(=O)NCCN2C(=O)c2ccccc2OC)cc1 (stereo not given)	-4%&5%	8%	4%	-30&5	21%	?	0%&-10%
O=C(O)C1CCCCC1C(=O)Nc1ccc2c(c1)CCC2 (stereo not given)	-1%	-5%	-7%	17	-53%	-3%	3%
CC(C)CN(CC(C)C)C(=O)Nc1ccc(F)cc1F	2%	11%	5%	-7	2%	-3%	13%
Cc1ccc(C(c2nnnn2CS(=O)(=O)c2ccc(C)cc2)N2CCC(C(N)=O)CC2)cc1 (stereo not given)	0%	-10%	17%	-1	146%[activator]	-14%	6%[11.4 µM]
Cn1c(=O)c(=O)n(C)c2cc(S(=O)(=O)N3CCCCCC3)ccc21	1%	-7%	-3%	-35	-10%	?	17%
COc1cc(/C=C/C(=O)c2ccc3c(c2)OCO3)cc(OC)c1OC	1%	-5%	.	.	21%	3%	-15%
CCCCCCC(=O)Oc1ccc(N2C(=O)CCC2=O)cc1	2%	11%	6%	-7	?	-2%	-3%
CN(Cc1cc2ccccc2[nH]c1=O)C(=O)C1CCCCC1	0%	5%	-2%	-7	-10%	?	5%
CS(=O)(=O)c1ccc2nc(NC(=O)c3ccc(Cl)nc3)sc2c1	-7%	-4%	-1%	8	-25%	6%	-1%
Cc1ccc(CNC(=O)CN(Cc2ccccc2)S(C)(=O)=O)cc1	-10%	6%	-1%	-2	-4%	?	-2%
Cn1c(SCC(=O)Nc2ccccc2Cl)nnc1C1CC1	5%	1%	-4%	-27	-12%	-7%	-4%
COc1ccccc1Cc1c(-c2ccc(F)cc2)nc2cc(C)c(Br)c(C)n12	0%	2%	.	39	.	.	.
COCCN1CN=C(Nc2nc3ccccc3o2)NC1	-1%	21%	0%	29	-12%	-12%	-1%
COc1ccc(C2SCCN2S(=O)(=O)c2ccccc2)cc1 (stereo not given)	1%	-7%	3%	-34	-50%	-2%	6%
Cc1c(-n2c(=S)[nH]c3ccccc3c2=O)c(=O)n(-c2ccccc2)n1C	.	14%	1%	7	-23%	-16%	5%
COc1cc(C2CC(=O)Nc3c2c(=O)[nH]c2ncnn32)ccc1O (stereo not given)	2%	.	.	-23	.	-5%	11%
COc1ccc(OCCOC(=O)c2cccc(-n3cnnn3)c2)cc1	-14%	-2%	4%	68	-36%	2%	5%
Cc1cc(Br)cc(Br)c1OCC(=O)NNC(=O)Nc1ccccc1	-1%	41%[activator]	.	57	.	.	.

Structural class: the entries above containing bromine (three)
Molecule	TbPYK inhibitor	AMA1 RON2 block	LmPK inh	HCMV antiviral	AmpC inh no detg	AmpC inh detg	Sm TGR block
COc1ccc(CCNC(=O)Cn2nc([N+](=O)[O-])c(Br)c2C)cc1OC	0%	2%	3%	-12	-7%	7%	3%
COc1ccccc1Cc1c(-c2ccc(F)cc2)nc2cc(C)c(Br)c(C)n12	0%	2%	.	39	.	.	.
Cc1cc(Br)cc(Br)c1OCC(=O)NNC(=O)Nc1ccccc1	-1%	41%[activator]	.	57	.	.	.

Next section:
Molecule	TbPYK inhibitor	AMA1 RON2 block	LmPK inh	HCMV antiviral	AmpC inh no detg	AmpC inh detg	Sm TGR block
O=C(c1ccccc1F)N1CCN(c2ccc([N+](=O)[O-])c3ncccc23)CC1	-3%	-9%	2%	-4	1%	-6%	-9%
CC(C)(C)C(=O)/C=C(\N)c1ccncc1	-1%	10%	-5%	-4	-10%	-16%	1%
Fc1ccc(-c2nc3c(Cl)cc(C(F)(F)F)cn3c2Cc2cccc(F)c2)cc1	-20%	63%[activator]	.	-1	.	.	.
CCc1nnc(NS(=O)(=O)c2ccc(NC(=O)c3cc(Cl)ccc3Cl)cc2)s1	-4%	-16%	4%	-33	-25%	3%	.
CC(=O)N1CCN(S(=O)(=O)c2ccc(S(=O)(=O)NC3CC3)cc2)CC1	-7%	25%	-2%	29	1%	1%	-2%
CC1=NN(C(N)=S)C(=O)C1N=Nc1ccc(C)c(Br)c1 (stereo not given)	0%	84%[activator]	-2%	87	-17%	?	-2%

Random draw from the library; 7.4% or so of the library scored in one or more.
